CRE Fsk mod: modulators of forskolin-stimulated CRE signaling in CHO cells; CHO CRE-bla reporter (cAMP response element driving beta-lactamase), forskolin EC10, beta-lactamase ratio; AID 662; hit rate 2.5% among 71,000; Potency, µM (series often up to 38.2 µM), without a hit: at the top dose activity change, negative = inhibition, most hits filed as activators; active = well fitted activation curve with a large enough effect in the signal ratio, with a control signal flat, not every such curve was filed as active; inconclusive = small, poorly fitted or top-dose-only effect, or effect the other way, or a change in a side signal; the % refers to the signal ratio; also: potency is read from the fitted curve at half-maximal effect; % of control where 0% means no effect
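CRE-bla CHO cells stimulated with EC10 NKH 477 (water-soluble forskolin) and compound titrations, 3 h at 37C; beta-lactamase read with CCF4 after 2 h at room temperature. Activity from 460/530 nm emission ratio, AC50 values for positive or negative modulation.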
GFP derepression: epigenetic modulators derepressing GFP locus in mouse cells; Potency, µM (highest dose often 46.1 µM), for the others: at the highest dose GFP derepression (activation); hit rate 0.09% among 68,000; mouse C127i GFP locus derepression, cytometry, 30 h; also: % of control where 0% means no effect
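Read-out is the number of GFP-positive cells, scored as fluorescent objects 20 to 120 um wide, reflecting derepression of a silenced CMV-GFP reporter in murine C127i cells after 30 h compound exposure at 37 C.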
ALOX15 inhib: inhibitors of human 15-lipoxygenase (ALOX15); P16050; purified 15hLO-1, xylenol orange hydroperoxide absorbance; hit rate 1.4% among 74,000; AID 887; Potency, µM (doses to about 57.1 µM), for the others: at the highest dose activity change, negative = inhibition, hits mostly inhibitors; also: potency is read from the fitted curve at half-maximal effect; % is scaled to controls: 0 for no effect and ±100 for the full control effect; nearly all actives have a fitted effect of over 55% in size
Target sequence (P16050 whole entry, looked up): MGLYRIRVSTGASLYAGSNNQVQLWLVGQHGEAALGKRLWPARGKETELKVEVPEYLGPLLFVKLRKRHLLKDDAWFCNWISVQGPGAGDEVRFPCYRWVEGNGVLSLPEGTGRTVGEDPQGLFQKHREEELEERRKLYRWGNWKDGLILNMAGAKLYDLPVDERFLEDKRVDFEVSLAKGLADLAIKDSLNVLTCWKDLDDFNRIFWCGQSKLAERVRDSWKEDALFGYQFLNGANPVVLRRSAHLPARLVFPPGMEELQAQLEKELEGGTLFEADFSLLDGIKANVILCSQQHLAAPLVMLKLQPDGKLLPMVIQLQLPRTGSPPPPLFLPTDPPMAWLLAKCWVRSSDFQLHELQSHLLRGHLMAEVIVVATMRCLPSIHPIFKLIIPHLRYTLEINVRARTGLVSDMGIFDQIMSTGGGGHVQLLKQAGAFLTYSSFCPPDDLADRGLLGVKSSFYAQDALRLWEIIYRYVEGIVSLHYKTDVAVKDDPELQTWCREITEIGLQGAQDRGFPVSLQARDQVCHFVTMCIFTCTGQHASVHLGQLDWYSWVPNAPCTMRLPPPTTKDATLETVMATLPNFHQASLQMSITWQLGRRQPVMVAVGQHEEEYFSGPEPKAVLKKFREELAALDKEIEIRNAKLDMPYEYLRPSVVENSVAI
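Quantitative HTS in 25 mM Hepes pH 7.5 containing 0.01% Triton X-100: human 15hLO-1 at 40 nM, arachidonic acid at 50 uM, 6 min turnover. Product quantified via ferrous oxidation/xylenol orange, 573:405 nm absorbance ratio.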
HADH2 inhib: HADH2 (human) dehydrogenase inhibition | Q99714 | recombinant HADH2, NADH fluorescence, beta-hydroxybutyryl-CoA | Potency, µM (series often up to 57.1 µM), for inactives: top-dose activity change, negative = inhibition, actives largely listed as inhibitors | hit rate 3.4% among 73,000; also: potency is read from the fitted curve at half-maximal effect; % is scaled to controls: 0 for no effect and ±100 for the full control effect; nearly all actives have a fitted effect of over 60% in size; many of its hits are not listed in these tables
Target sequence (Q99714 whole entry, looked up, one chain of several): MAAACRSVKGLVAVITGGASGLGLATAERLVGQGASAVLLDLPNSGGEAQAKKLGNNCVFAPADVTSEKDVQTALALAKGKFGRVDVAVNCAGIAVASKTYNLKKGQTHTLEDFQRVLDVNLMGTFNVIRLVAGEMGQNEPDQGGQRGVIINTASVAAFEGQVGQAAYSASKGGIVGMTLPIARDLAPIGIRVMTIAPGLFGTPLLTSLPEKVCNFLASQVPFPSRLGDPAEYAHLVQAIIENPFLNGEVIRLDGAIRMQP
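20 nM HADH2 + cpd, 15 min RT; add 1 mM NAD+/90 uM beta-hydroxybutyryl-CoA; kinetic fluorescence 360/450 nm, 4 min. Tris-HCl pH 9.0, 0.01% Tween-20.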
Ub-GFP proteasome: ubiquitin-GFP accumulation via proteasome inhibition; AID 526; Ubiquitin-GFP reporter cells, proteasome inhibition, GFP fluorescence; response scale: untreated = 0%, 10 µM MG-132 = 100%; 67,000 tested, under 10 active; Potency, µM (titrated, usually from 45.9 µM), for the others: at the top dose activation (GFP accumulation), hits mostly activators; active = well fitted activation curve with a large enough effect, not every such curve was filed as active; inconclusive = small, poorly fitted or top-dose-only effect, or another doubt; inactive = no such curve, though single readings can be large or run the other way; also: potency is read from the fitted curve at half-maximal effect
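Proteasome block read as GFP accumulation: ubiquitin(G76V)-GFP U2OS cells exposed to compound (2.9 nM–46 uM) for 4 hr at 37 C. Normalization used untreated cells as 0% and 10 uM MG-132 as 100%; concentration-response curves fitted.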
Hsp90 Hop PPI: changes Hsp90-Hop TPR2A binding signal, up or down | AlphaScreen TPR2A-His6 binding biotin-Hsp90 C-terminal peptide | Potency, µM (top dose mostly 57 µM), for inactives: at the highest dose activity change, negative = inhibition | AID 595 | hit rate 0.44% among 71,000; active = well fitted curve in either direction with a large enough effect; inconclusive = small, poorly fitted or top-dose-only effect, or another doubt; also: potency is read from the fitted curve at half-maximal effect; % is scaled to controls: 0 for no effect and ±100 for the full control effect; many of its hits are not listed in these tables
BRCT PPI red: disrupts BRCA1 BRCT binding to phosphoprotein, red fluorophore readout; BRCT-phosphopeptide binding, red fluorescence polarization; AID 892; P38398; hit rate 0.03% among 75,000; Potency, µM (doses to about 76.9 µM), for inactives: at the highest dose activity change, negative = inhibition, hits mostly inhibitors; also: % is scaled to controls: 0 for no effect and ±100 for the full control effect
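Rhodamine-labelled pBACH1 10-mer (100 nM) bound to BRCT domain (100 nM) at pH 7.3; compounds incubated 12 min room temperature, polarization read. Free peptide defines full inhibition; unlabelled decapeptide titrated as control.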
BRCT inh green: BRCA1 BRCT-phosphoprotein interaction inhibition; P38398; BRCA1 BRCT-phosphopeptide binding, green fluorescence polarization; Potency, µM (top dose mostly 76.9 µM), for inactives: top-dose activity change, negative = inhibition, actives largely listed as inhibitors; hit rate 0.05% among 75,000; AID 875;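 also: potency is read from the fitted curve at half-maximal effect; plate controls were peptide without protein for full effect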
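Compounds were incubated for 12 min at room temperature with a complex of 100 nM fluorescein-tagged pBACH1 decapeptide and 250 nM His-tagged BRCT protein. Buffer was phosphate pH 7.3 with EDTA, DTT and Tween 20. Disruption of binding lowers the polarization signal.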
USP2a inh: inhibitors of human ubiquitin-specific protease USP2a; Potency, µM (highest dose often 38.3 µM), for inactives: at the top dose activity change, negative = inhibition, most hits filed as inhibitors; USP2a enzymatic assay, qHTS inhibition; hit rate 0.1% among 60,000; O75604; AID 927;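 also: potency is read from the fitted curve at half-maximal effect; nearly all actives have a fitted effect of over 60% in size; plate controls were DMSO for no effect and NEM full inhibition control for full effect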
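Coupled readout: USP2-cleaved Ub-PLA2 (20nM final) turns over NBD C6-HPC (20uM final), Ex 460nm/Em 535nm after 2.5 h, time-zero read flagging artifacts. Enzyme (20nM final, pH 8.0 Tris) given 30 min RT with compound first; NEM defines full inhibition.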
Pol III holo inh: blocks replication by bacterial DNA polymerase III holoenzyme; hit rate 0.25% among 71,000; reconstituted DNA polymerase III holoenzyme replication, biochemical; AID 603; Potency, µM (doses to about 57.1 µM), inactives show at the highest dose activity change, negative = inhibition; also: potency is read from the fitted curve at half-maximal effect; % is scaled to controls: 0 for no effect and ±100 for the full control effect
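Reconstituted *E. coli* holoenzyme (0.35 nM Pol III, 1 nM beta, 154 nM SSB, 2 nM primase) was preincubated with compound for 15 min at RT. Synthesis on 1.4 nM ssM13Gori ran 35 min, then was stopped with PicoGreen/EDTA and read as dsDNA fluorescence.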
HBB splicing: modulators of hemoglobin beta chain splicing | Potency, µM (top dose mostly 46.1 µM), for the others: at the highest dose activation, usual class: activators | hit rate 0.06% among 65,000 | HBB splicing reporter cell assay, activation; EGFP reporter with mutant IVS2-654 intron; response scale: normalised to 500 nM splice-correcting PNA | AID 925; also: potency is read from the fitted curve at half-maximal effect; 0% is about no effect
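Compounds were applied for 2 days to HeLa EGFP-654 cells, 500/well in Optimem with 2% FCS. The reporter's EGFP is disrupted by mis-splicing of beta-globin intron IVS2-654. Readout: summed well GFP fluorescence from 488 nm laser scanning; reference was 500 nM antisense […] 654 PNA.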
Starred values were filed as active, the others as inactive; ? = inconclusive; / = not tested or not shown; [ ] = another dose, or the depositor's remark. Unless noted, calls follow the shape of the dose curve; as a rule, active = well fitted curve in the direction sought with a large enough effect; inconclusive = small, poorly fitted or top-dose-only effect, or another doubt; inactive = no such curve, though single readings can be large; an effect the other way counts as inactive or inconclusive. An excerpt (hit frequency here may not be typical).

Results follow in this order: CRE Fsk mod, GFP derepression, ALOX15 inhib, HADH2 inhib, Ub-GFP proteasome, Hsp90 Hop PPI, BRCT PPI red, BRCT inh green, USP2a inh, Pol III holo inh, HBB splicing
O=C(CSc1nnc(C2COc3ccccc3O2)o1)N1CCCCC1 (configuration not stated)
→ -11%, 3%, 8%, -2%, 15%, 2%, 0.5%, -2.2%, /, -1%, -0.7%
NS(=O)(=O)c1ccc(NC(=O)CSC2CCCCC2)cc1
→ 1%, 0%, 5%, 7%, 0%, 0%, -1.3%, -0.5%, -1%, -4%, -0.1%[57.5 µM]
O=C(CCN1C(=O)C2C3C=CC(C3)C2C1=O)Nc1nccs1 (configuration not stated)
→ -12%, 0%, 15%, 1%, -1%, -4%, -0.6%, -0.7%, -3%, -3%, 3.0%
c1ccc(-c2nc3ccccc3nc2-c2ccccn2)nc1
→ -6%, 3%, 0%, -22%, -4%, ?, -0.5%, -3.1%, -8%, -4%, 4.6%
O=C1CSC(c2cn(-c3ccccc3)nc2-c2ccccc2)N1Cc1ccco1 (configuration not stated)
→ -6%, 1%, -23%, -3%, 0%, -6%, 0.3%, 0.2%, 7%, 0%, -0.1%
Cc1ccc(-n2nnc3c(=O)n(CC(=O)NCc4ccco4)cnc32)cc1
→ -8%, /, ?, ?, -4%, 3%, -0.9%, -4.1%, /, -8%, -0.1%
CCOC(=O)c1c(-c2cccs2)csc1NC(=O)CSc1ncn[nH]1
→ 12%, 4%, -22%, 13µM*, 3%, -2%, 1.1%, 0.6%, 39%[activator], 2%, -0.2%
CSc1nsc(SCC(=O)Nc2c(C)n(C)n(-c3ccccc3)c2=O)n1
→ 9%, 3%, 9%, -22%, -1%, 0%, -2.7%, -1.0%, -12%, 3%, 3.0%[57.5 µM]
Cc1cc(C)c(S(=O)(=O)Nc2ccc(O)cc2)cc1C
→ -12%, 0%, 2%, -1%, 5%, -6%, -0.7%, 0.2%, 4%, -1%, -0.6%
O=C1OC2(CCCCC2)OC(=O)C1=CNc1nccs1
→ 2%, 0%, -2%, -15%, 6%, -4%, 0.8%, -0.8%, -11%, -3%, /
COc1ccc(CC(=O)N2CCN(C(=O)Cc3ccc(OC)cc3)CC2)cc1
→ 0%, 2%, 5%, 8%, -5%, -5%, -1.6%, -0.9%, 13%, 9%, 0.2%
CSc1cccc(NC(=O)CSc2ccccc2)c1
→ -6%, -2%, -14%, -20%, -3%, 0%, -1.1%, -1.3%, 9%, -2%, 1.3%
CC1CCN(CC(=O)N2c3ccccc3CCc3ccccc32)CC1
→ -2%, 0%, -6%, 1%, -1%, -3%, -0.3%, -2.1%, 14%, 2%, 0.2%
CC(=O)Nc1cccc(OCC(=O)NS(=O)(=O)c2ccc(Cl)cc2)c1
→ -16%, 0%, -17%, -3%, -5%, -5%, -2.4%, 0.7%, -10%, 1%, -0.4%
Cc1ccccc1OCC(=O)OC(C)CN1CCN(C)CC1 (configuration not stated)
→ 16%, 2%, -17%, -5%, 18%, 0%, 1.1%, -0.2%, -3%, 5%, 1.7%[1.84 µM]
CC(C)C(NC(=O)CNC(=O)OC(C)(C)C)C(=O)NCc1ccccc1 (configuration not stated)
→ -4%, -2%, 10%, 15%, -5%, 0%, 0.8%, -0.6%, -4%, ?, -0.2%[57.5 µM]
Cc1csc(NC(=O)CCCSc2nc3ccccc3s2)n1
→ ?, 1%, -15%, 20%, -3%, 8%, 2.9%, 2.2%, 1%, 2%, -3.9%
O=S(=O)(O)c1ccc(N=Nc2ccccc2)cc1
→ -7%[7.6 µM], -3%[9.22 µM], 6%[11.4 µM], 8%[11.4 µM], 1%[9.17 µM], -3%[11 µM], 0.1%[15.4 µM], -0.3%[15.4 µM], /, -6%[11.4 µM], 2.6%[9.22 µM]
O=C(NCC1COc2ccccc2O1)c1ccccc1 (configuration not stated)
→ -7%, 2%, 3%, 1%, 0%, 3%, 1.1%, 1.0%, -3%, -6%, 0.8%
O=C(O)CSc1n[nH]c(=O)[nH]c1=O
→ -10%[7.6 µM], -2%[9.22 µM], 10%[11.4 µM], 9%[11.4 µM], 7%[9.17 µM], 2%[11 µM], 0.7%[15.4 µM], -2.4%[15.4 µM], /, -5%[11.4 µM], -1.5%[9.22 µM]
CCOC(=O)c1ccc(-n2c(C)nc3c(cnn3-c3ccccc3C)c2=O)cc1
→ 5%, 2%, -1%, -5%, 3%, -1%, -0.2%, 0.9%, /, 4%, -0.2%
Cc1ccc(NC(=O)CSc2nnc(CCCCCNC(=O)OC(C)(C)C)o2)c(C)c1
→ ?, -2%, -5%, 15%, -4%, -1%, -0.3%, -1.4%, 11%, 2%, 4.4%[1.84 µM]
COc1ccc(-c2cc(CCCC(=O)NCc3ccccn3)no2)cc1
→ -1%, /, 2%, 2%, -3%, -6%[2.3 µM], 0.3%, -2.7%, /, -5%, -1.3%
CC1(C)OC(=O)C(=CNCC(O)c2ccccc2)C(=O)O1 (configuration not stated)
→ -2%, 2%, 0%, 2%, -3%, -7%, 0.0%, 1.4%, 1%, 1%, -0.4%
COc1ccc(CNC(=O)c2cccc(N(C)C)c2)cc1
→ -4%, 3%, -23%, ?, 10%, -5%, 0.0%, -1.4%, 5%, 0%, -0.1%
O=C1CC(Nc2ccc(N3CCOCC3)cc2)C(=O)N1Cc1ccccc1 (configuration not stated)
→ 1%, 8%, ?, -3%, 1%, -11%, 0.4%, 0.1%, 9%, -4%, 0.6%
CN(C)C(=O)CN1C(=O)C2CCCCN2C(=O)c2ccccc21 (configuration not stated)
→ -4%, -1%, 15%, 19%, 1%, 0%, -2.1%, -3.0%, 0%, -4%, /
COc1cc(NC(=O)C2CCCO2)c(OC)cc1NC(=O)c1ccccc1 (configuration not stated)
→ ?, 0%, -9%, 6%, 1%, -11%, 0.7%, 1.1%, 25%, 0%, -0.1%
CC1(CC(=O)O)O[C@H]2CCCCC[C@H]2O1 (some centres not stated) (tested in a mixture with another compound)
→ -12%[7.6 µM], -2%[9.22 µM], 2%[11.4 µM], 2%[11.4 µM], -3%[9.17 µM], -2%[11 µM], 0.3%[15.4 µM], 1.9%[15.4 µM], /, -9%[11.4 µM], -0.8%[9.22 µM]
COc1ccc(C(=O)Oc2ccc(/C=N/O)cc2)cc1
→ 8%, 3%, -7%, -11%, 0%, 2%, -1.2%, -0.4%, 6%, -3%, -2.3%
CCCOC(=O)c1ccc(NC(=O)c2ccoc2C)cc1
→ 7%, -2%, -17%, -9%, -4%, -4%, -2.3%, 0.4%, 19%, 3%, -0.3%[9.22 µM]

Full records from above. Values in the order: CRE Fsk mod | GFP derepression | ALOX15 inhib | HADH2 inhib | Ub-GFP proteasome | Hsp90 Hop PPI | BRCT PPI red | BRCT inh green | USP2a inh | Pol III holo inh | HBB splicing
`O=C(O)CSc1n[nH]c(=O)[nH]c1=O` as listed: -10%[7.6 µM] | -2%[9.22 µM] | 10%[11.4 µM] | 9%[11.4 µM] | 7%[9.17 µM] | 2%[11 µM] | 0.7%[15.4 µM] | -2.4%[15.4 µM] | / | -5%[11.4 µM] | -1.5%[9.22 µM]
`c1ccc(-c2nc3ccccc3nc2-c2ccccn2)nc1` as listed: -6% | 3% | 0% | -22% | -4% | ? | -0.5% | -3.1% | -8% | -4% | 4.6%

Records listed so far printed as active in HADH2 inhib.
compound	CRE Fsk mod	GFP derepression	ALOX15 inhib	HADH2 inhib	Hsp90 Hop PPI	BRCT PPI red	BRCT inh green	USP2a inh	Pol III holo inh
CCOC(=O)c1c(-c2cccs2)csc1NC(=O)CSc1ncn[nH]1	12%	4%	-22%	13µM*	-2%	1.1%	0.6%	39%[activator]	2%

Taken from above.
Under GFP derepression, CC1CCN(CC(=O)N2c3ccccc3CCc3ccccc32)CC1 is listed with 0%
Under Ub-GFP proteasome, O=S(=O)(O)c1ccc(N=Nc2ccccc2)cc1 is listed with 1%[9.17 µM]
Under BRCT PPI red, Cc1csc(NC(=O)CCCSc2nc3ccccc3s2)n1 is listed with 2.9%
Under HBB splicing, Cc1cc(C)c(S(=O)(=O)Nc2ccc(O)cc2)cc1C is listed with -0.6%

Bioassay records as filed in PubChem BioAssay.
